tolC growth inh: growth inhibitors of E. coli tolC mutant, primary screen, strain BW25113 ΔtolC::kan, 384-well. OD615. growth inhibition, % at 10 µM (by protocol). 65,000 tested, 2.2% active;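 active = growth inhibition at or above a cutoff equal to the mean over every tested compound plus 3 SD, cut at about 60% in these data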;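 note: growth measured after 20 h incubation at 37 °C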
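Test system: tolC-deleted E. coli BW25113 | Medium: LB with kanamycin 50 µg/mL | Compound dosing: Single concentration, 10 µM final per compound | Schedule: 37 °C, 20 h exposure | Measured by: OD at 615 nm | Evaluation: Percent growth inhibition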
HTR1E agonist: 5-HT1E receptor agonists, primary screen, cell-based, HTS. 65,000 tested, 0.69% active. 5-hydroxytryptamine receptor 1E (Homo sapiens), P28566. activation, % at 6 µM. CHO 5-HT1E Ga15 NFAT-bla reporter, FRET; 0% DMSO wells, 100% control agonist wells;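 active = activation above a set limit, the screen-wide mean activation plus 3 SD, cut at about 8.5% in these data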;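 note: 100% = positive control agonist at 1 µM giving full maximal response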
AP ELISA ortho: alternative complement pathway inhibitors, primary screen, biochemical, ELISA, human serum, orthogonally pooled compounds | AID 1235, 2008 | LPS-coated ELISA, C3 deposition; tested in compound mixtures | 62,000 tested, 0.08% active | inhibition, % at 5 µM;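 active = inhibition above 30% in each of the two pooled mixtures holding the compound, so the lower value exceeds 30%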;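 note: 0% = serum in Mg-EGTA without compound and 100% = EDTA serum blank; some compounds past the cut are filed as inactive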
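Test system: human serum complement alternative pathway, C3 deposition onto LPS / Medium: Mg2+-EGTA GVB++ buffer containing human serum at 1:15 dilution / Probe or stimulus: Plate-bound LPS / Times: 1 h at 37 °C / Signal: ELISA with HRP anti-human C3 antibody, TMB substrate, absorbance 450 nm / Measure: percent inhibition / Repeats: two pool placements per compound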
S1P1 ag-PAM: S1P1 agonists and agonism potentiators, primary screen, cell-based, primary and confirmation screens, CRE-bla reporter; Sphingosine 1-phosphate receptor 1 (Homo sapiens), P21453; S1P1 CRE-bla cells, forskolin, beta-lactamase FRET, potentiator mode; S1P1 agonist co-added at EC20, 2 nM; 100% = saturating reference agonist, 0% = basal; activation, % at 9.5 µM; 56,000 tested, 0.57% active; AID 449, 2006;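 active = activation above a cutoff set at the mean activation of all tested compounds plus 3 SD, cut at about 54% in these data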;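 note: forskolin at 4 µM as EC80 and the EC20 agonist is SEW2871; 100% = SEW2871 at its EC100 plus forskolin at EC80; some compounds past the cut are filed as inactive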
5HT1E antag: 5-HT1E receptor antagonists, primary screen, cell-based, HTS; inhibition, % at 6 µM; 65,000 tested, 0.99% active; 5-hydroxytryptamine receptor 1E (Homo sapiens), P28566; CHO 5-HT1E Ga15 NFAT-bla reporter, FRET, antagonist; AID 571, 2007;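 active = inhibition above a set limit, the mean inhibition across every tested compound plus 3 SD, cut at about 29% in these data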;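 note: signal is the 460 over 535 nm emission ratio of beta-lactamase substrate; 0% = agonist plus DMSO wells and 100% = wells without agonist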
5HT1a antag: human 5-HT1a receptor antagonists, primary screen, cell-based, CHO, Ga15 NFAT-bla reporter; CHO 5-HT1a Ga15 NFAT-bla reporter, antagonist mode; inhibition, % at 10 µM; 62,000 tested, 0.68% active; AID 612, 2007;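 active = inhibition above the mean of all tested compounds plus 3 SD, cut at about 43% in these data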;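 note: receptor stimulated by 5-CT agonist at 100 nM near EC80; beta-lactamase reporter measured by ratiometric fluorescence of a cleavable substrate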
RORa activator: activators of orphan receptor RORA, primary screen, cell-based, luminescence; 65,000 tested, 1.5% active; activation, % at 10 µM; CHO-K1 Gal4-RORA LBD luciferase reporter; percent increase over mock-subtracted basal signal; Nuclear receptor ROR-alpha (Homo sapiens), P35398;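 active = activation above the mean of all tested compounds plus 3 SD, cut at about 49% in these data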;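 note: 0% = DMSO-treated RORA cells and 100% = added signal equal to DMSO minus mock-transfected cells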
S1P3 ag: human S1P3 receptor agonists, primary screen, cell-based, primary and confirmation, NFAT-BLA reporter; Sphingosine 1-phosphate receptor 3 (Homo sapiens), Q99500; S1P3 NFAT-BLA reporter cells, agonism, FRET ratio; relative to 1 µM S1P, basal subtracted; activation, % at 4.5 µM; 60,000 tested, 0.1% active; AID 373, 2006;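 active = activation above the screen-wide mean plus 3 SD, cut at about 4.5% in these data, passing the limit was not always enough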; note: some compounds called inactive have numbers as strong as hits
Target sequence (Q99500 whole entry, looked up): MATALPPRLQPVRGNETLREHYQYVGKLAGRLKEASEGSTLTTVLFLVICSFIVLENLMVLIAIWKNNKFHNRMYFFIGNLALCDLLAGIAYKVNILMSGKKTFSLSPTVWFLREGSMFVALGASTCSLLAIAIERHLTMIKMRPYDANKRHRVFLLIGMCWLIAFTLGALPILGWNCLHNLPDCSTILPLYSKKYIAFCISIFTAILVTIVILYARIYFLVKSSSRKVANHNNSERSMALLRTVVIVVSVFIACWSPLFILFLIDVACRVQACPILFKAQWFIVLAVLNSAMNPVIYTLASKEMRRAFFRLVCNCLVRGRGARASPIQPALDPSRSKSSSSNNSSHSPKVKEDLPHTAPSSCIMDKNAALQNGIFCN
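Benchmarks: high control 1 µM S1P / System: stable CHO line with human S1P3, Gα16, NFAT-BLA reporter / Dosing: single compound concentration, 4.5 µM final / Timing: 4 h compound at 37 °C, 2 h substrate at RT / Measured by: FRET β-lactamase substrate fluorescence, excitation 405 nm, 460/535 nm emission ratio, background-subtracted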
SF1 activator: activators of human SF-1, primary screen, cell-based, CHO-K1, Gal4-SF-1 LBD, luciferase luminescence; CHO-K1 Gal4-SF-1 LBD luciferase reporter; % increase over DMSO SF-1-specific signal; activation, % at 10 µM; Steroidogenic factor 1 (Homo sapiens), Q13285; 65,000 tested, 1.9% active;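 active = activation above the mean activation of all tested compounds plus 3 SD, cut at about 50% in these data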
Target sequence (Q13285 whole entry, looked up, the tested form may be a part): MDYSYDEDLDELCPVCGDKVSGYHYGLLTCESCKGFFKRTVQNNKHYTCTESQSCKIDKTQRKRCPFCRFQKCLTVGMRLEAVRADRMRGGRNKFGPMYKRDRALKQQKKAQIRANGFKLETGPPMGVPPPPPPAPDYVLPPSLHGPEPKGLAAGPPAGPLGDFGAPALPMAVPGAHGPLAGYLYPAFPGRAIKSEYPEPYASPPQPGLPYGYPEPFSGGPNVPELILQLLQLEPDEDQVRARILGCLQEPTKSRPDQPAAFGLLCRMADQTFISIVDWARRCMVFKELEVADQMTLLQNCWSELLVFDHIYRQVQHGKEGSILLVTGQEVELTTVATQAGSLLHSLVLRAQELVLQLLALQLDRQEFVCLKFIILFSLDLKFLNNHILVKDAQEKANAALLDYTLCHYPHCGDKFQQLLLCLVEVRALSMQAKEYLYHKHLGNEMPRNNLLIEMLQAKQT
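Assay system: CHO-K1 cells co-transfected with Gal4 DBD–human SF-1 LBD, 5xGal4 luciferase reporter; doses: 10 µM only; incubation: 20 h compound exposure at 37 °C after 1 h cell settling; signal: luciferase light emission; evaluation: percent activation versus DMSO; repeats: one test per compound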
* hit, by the source's call; . = no result given. No enrichment for hits, and some 7.1% of all compounds hit somewhere here.

SMILES | tolC growth inh | HTR1E agonist | AP ELISA ortho | S1P1 ag-PAM | 5HT1E antag | 5HT1a antag | RORa activator | S1P3 ag | SF1 activator
CCN(CC)S(=O)(=O)c1cccc(C(=O)N2CC(O)CC2C(=O)O)c1 (centres undefined) | -19 | -0.2 | 9 | -7 | 7 | -11 | 6 | -0.1 | 0
CCOC(=O)C(C(=O)OCC)[C@@H]1CS(=O)(=O)C[C@H]1C(C(=O)OCC)C(=O)OCC | -23 | 0.5 | 2 | -5 | -9 | 5 | -5 | 0.0 | -12
Cc1ccc(-n2nc(C)c3c(C)c(CCC(=O)NCc4ccco4)c(C)nc32)cc1 | 10 | 0.1 | -2 | 1 | 4 | 18 | 2 | -1.4 | 10
COc1ccc(S(=O)(=O)N2CCn3c2nc2ccccc23)cc1 | -11 | 0.6 | 3 | 0 | 3 | 1 | 15 | 0.5 | 12
COc1ccc(CCNC(=O)CN2CCN(c3cccc(Cl)c3)CC2)cc1OC | 12 | -0.2 | 8 | 15 | -4 | -2 | -20 | -0.3 | -24
COc1ccc(C2C(C#N)=C(N)OC3=C2C(=O)CC(C)C3)c(OC)c1OC (centres undefined) | -3 | 0.2 | 5 | -10 | -15 | 4 | -7 | -1.1 | -14
CCOC(=O)CNC(=O)CSc1ncnc2c1nnn2-c1ccc(F)cc1 | -5 | -0.5 | -8 | . | -1 | -2 | 13 | . | -4
COc1ccc2c(c1OC)C(=O)N(c1ccc3c(c1)CCC3)C2=O | -7 | -1.8 | 17 | -2 | -5 | 2 | 0 | -0.7 | 6
CCc1[nH]nc2c1C(C(C)C)C(C#N)=C(N)O2 (centres undefined) | 11 | -1.1 | -3 | 4 | -4 | 12 | -8 | -0.4 | 7
COc1ccc(CN(Cc2ccccn2)S(=O)(=O)c2ccc(-n3cnnn3)c(OC)c2)cc1 | 31 | 0.9 | 4 | 16 | 3 | 1 | 6 | 0.1 | 8
CCOc1ccc(N=C(NC#N)SCC(=O)NC2CC2)cc1 | -7 | 1.0 | . | 2 | -3 | . | 7 | -0.9 | 0
Cc1ccc2nsnc2c1S(=O)(=O)N1CCCC1 | -14 | 0.3 | 11 | -10 | 5 | 10 | -12 | -0.5 | 11
Nc1nc(CSc2nc3ccccc3[nH]2)nc(N2CCOCC2)n1 | -20 | 0.1 | 10 | -72 | 9 | -6 | -11 | -0.1 | 12
c1ccc(Cc2nn3c(Cn4cnc5ccccc54)nnc3s2)cc1 | 34 | 1.2 | -1 | 3 | 7 | 9 | -8 | -0.6 | -2
O=C(CCC(=O)N(Cc1ccco1)C(C(=O)NC1CCCC1)c1ccncc1)Nc1cccnc1 (centres undefined) | -9 | -1.1 | 1 | 109 | -12 | -3 | -17 | -0.3 | -10
COc1cc2c(=O)n(Cc3ccco3)c(=O)n(CC(=O)c3cccc(Br)c3)c2cc1OC | 12 | -0.7 | 19 | -33 | 1 | 1 | 13 | -0.1 | 11
COC(=O)c1ccc(Nc2cc(C)nc(-c3ccccc3O)n2)cc1 | 13 | 0.6 | . | 2 | -24 | . | -11 | -0.8 | -12
CCCc1nc2ccccc2c(=O)n1/N=C/c1ccc(O)c(O)c1 | 4 | -0.9 | 32 | -12 | 18 | 19 | -19 | -0.5 | -8
COc1ccccc1NC(=O)CSc1nnc(CC(=O)Nc2ccccc2)n1C | -9 | -0.2 | 12 | 12 | 12 | -11 | -9 | -0.1 | 0
[O-][N+]12CC[N+]([O-])(CC1)c1ccccc12 | -12 | -0.3 | 13 | 0 | -3 | -9 | -1 | -0.8 | -6
Cc1cccc(OCc2nnc(SCC(=O)N3CCN(C(=O)c4ccco4)CC3)n2C)c1C | 1 | -1.2 | . | -8 | 2 | 8 | -8 | -1.3 | -2
Cc1noc(C)c1C(=O)OCC(=O)c1cc(C)n(Cc2ccccc2Cl)c1C | 55 | 0.4 | 7 | 47 | -1 | -4 | 49* | -0.7 | 29
CC1CCCN(C(=O)CSc2nnc(-c3cccnc3)n2C2CCCCC2)C1 (centres undefined) | 7 | 0.2 | -15 | -11 | -7 | -2 | 29 | 0.0 | -9
O=C(Nc1nccs1)C1C2CC3OC(=O)C1C3C2 (centres undefined) | -14 | 0.3 | 13 | 0 | 2 | 18 | -22 | -1.5 | 6
CCCCCSc1nnc2c(n1)OC(C)N(C(C)=O)c1ccccc1-2 (centres undefined) | 12 | -0.3 | 3 | 7 | 12 | 3 | 23 | -1.5 | -36
O=C(CCNS(=O)(=O)c1ccc2c(c1)CCC(=O)N2)Nc1ccc2c(c1)OCCO2 | -18 | -0.3 | 8 | 3 | 1 | -8 | -11 | 0.4 | 6
COc1ccc(CNC(=O)Nc2cccs2)cc1OC | -11 | -0.6 | 0 | -1 | 0 | 0 | -7 | -0.1 | 4
CC(C)(C#N)NC(=O)c1ccco1 | -20 | -0.3 | 16 | 3 | 12 | -1 | -6 | -1.6 | -7
CC1=C(C(=O)Nc2ccccn2)C(c2ccc(Br)cc2)n2ncnc2N1 (centres undefined) | 8 | -0.5 | 8 | -4 | -3 | 7 | -6 | -0.4 | 13
CCOC(=O)C1CCN(C(=O)Cc2c(C(=O)O)[nH]c3ccccc23)CC1 | 1 | -0.5 | 13 | . | -5 | -13 | -11 | . | -12
CCn1cc(C(=O)O)c(=O)c2cnc(N3CCN(C(=O)Nc4ccccc4)CC3)nc21 | 100* | -0.6 | . | 9 | 4 | -5 | 18 | -1.0 | -2
CC(c1ccco1)N(C(=O)Nc1ccc(Cl)cc1)c1ccccn1 (centres undefined) | 19 | 0.3 | -9 | -4 | -7 | 7 | -5 | -1.2 | 7
O=C1CN(C(=O)c2ccccn2)c2ccccc2N1 | 2 | -0.1 | -1 | . | 1 | -2 | -6 | . | 4
CO/C=C/C#CC1(O)CCN(C)CC1 | -13 | 1.9 | 10 | 1 | -5 | 4 | 10 | -1.0 | -12
CCC(C)(C)n1nnnc1C(c1ccc(N(C)C)cc1)N1CCN(C2CCCCC2)CC1 (centres undefined) | -14 | -0.4 | 2 | -7 | -6 | 7 | 14 | -1.8 | 6
CCC(=O)Nc1ccc(C(=O)CSc2nnc(-c3cccnc3)o2)cc1 | -6 | 0.1 | -11 | 5 | -1 | 1 | -4 | 0.4 | -7
CCN(CC)C(=O)Oc1ccccc1NC(C)=O | -13 | 0.3 | 11 | -3 | -8 | -5 | -9 | -1.1 | -20
CCOc1ccc(-n2c(Cc3cc(=O)[nH]c(=O)[nH]3)nnc2SCC)cc1 | -30 | 0.9 | 0 | -20 | -2 | 1 | 6 | -0.1 | 7
CCN=C1SC(C(=O)Nc2ccc(Cl)c(Cl)c2)CC(=O)N1CC (centres undefined) | 5 | 0.1 | . | -6 | -13 | . | 0 | -3.6 | -2
CCSC1=C(C#N)C2(CCCCC2)C(C#N)=C(N)N1 | 14 | -0.2 | 12 | 7 | -16 | -13 | 11 | -0.4 | 8
CCN(CC)CCNC(=O)c1cc2c(=O)n(C)c3ccccc3c2n1C | 14 | -1.1 | -2 | 9 | 24 | 10 | 8 | 0.1 | -23
CN(C)S(=O)(=O)c1cccc(C(=O)N2CCN(Cc3ccccc3)CC2)c1 | -11 | 0.0 | 19 | 8 | 6 | -6 | -9 | -0.2 | -4
Cc1ccc(OCc2nnc(SCc3cc(=O)[nH]c4ccccc34)o2)cc1 | . | 0.7 | 10 | 13 | -4 | -5 | 28 | -0.4 | -18
Cc1ccc(C)c(-n2c(SCC(N)=O)nnc2-c2ccccn2)c1 | -18 | -1.0 | 19 | -29 | 6 | -10 | -6 | -0.4 | 0
CCc1nc(N)c(C#N)c(-c2cccn2C)c1C | 7 | 0.1 | . | -35 | 17 | 3 | -18 | -0.9 | 1
Cc1ccc(-n2c(SCC(N)=O)nnc2-c2ccccn2)cc1C | -16 | 0.1 | 10 | -6 | -1 | -8 | 8 | -0.1 | -1
O=C(Nc1ccc2nc[nH]c2c1)c1ccco1 | -5 | 0.9 | 5 | -8 | -7 | 3 | 48 | -0.7 | 38
COC(=O)[C@H](Cc1ccccc1)NC(=O)N1CCCCC1C (some centres undefined) | -9 | -0.1 | 9 | -31 | 0 | 7 | -4 | -0.3 | -4

One compound at a time (already shown).
CCOc1ccc(-n2c(Cc3cc(=O)[nH]c(=O)[nH]3)nnc2SCC)cc1 is entered as tolC growth inh: -30; HTR1E agonist: 0.9; AP ELISA ortho: 0; S1P1 ag-PAM: -20; 5HT1E antag: -2; 5HT1a antag: 1; RORa activator: 6; S1P3 ag: -0.1; SF1 activator: 7
CCSC1=C(C#N)C2(CCCCC2)C(C#N)=C(N)N1 is entered as tolC growth inh: 14; HTR1E agonist: -0.2; AP ELISA ortho: 12; S1P1 ag-PAM: 7; 5HT1E antag: -16; 5HT1a antag: -13; RORa activator: 11; S1P3 ag: -0.4; SF1 activator: 8

The list goes on.
SMILES | tolC growth inh | HTR1E agonist | AP ELISA ortho | S1P1 ag-PAM | 5HT1E antag | 5HT1a antag | RORa activator | S1P3 ag | SF1 activator
CCOC(=O)c1csc(NC(=O)C2CCCCC2)n1 | 45 | -1.0 | 8 | -22 | 7 | -14 | 27 | -1.4 | 46
COc1ccc(CC(=O)Nc2c3c(nn2-c2cccc(C)c2C)CS(=O)C3)cc1OC (centres undefined) | -7 | -0.8 | 19 | 14 | 23 | -10 | -21 | -0.6 | 1
CCOc1ccccc1CNS(=O)(=O)c1ccc2c(c1)oc(=O)n2C | -2 | 0.8 | 9 | -15 | 4 | 10 | 9 | -1.5 | -25
C=CCn1c(SCC(=O)C(C)(C)C)nnc1-c1ccccn1 | -12 | 0.8 | 0 | 2 | -1 | -5 | -6 | -0.1 | -2
CCOc1ccc(C2/C(=C(/O)c3ccc(OC)cc3)C(=O)C(=O)N2c2cc(C)on2)cc1OC (centres undefined) | 13 | 0.1 | -3 | -6 | -17 | . | -11 | -4.6 | 7
CC(=O)Nc1cccc(NC(=O)C2CCCN2C(=O)Nc2ccc(Cl)cc2)c1 (centres undefined) | 13 | -0.1 | -1 | 10 | 6 | -9 | -14 | 0.2 | -6

Assay outcomes: PubChem, several laboratories
